Screening results (PubChem BioAssay)
ATG4B inhibitor = ATG4B protease inhibitors, primary screen, biochemical, fluorescence, uHTS; Cysteine protease ATG4B (Homo sapiens), Q9Y4P1; ATG4B cleavage of LC3-PLA2, NBD-HPC fluorescence, 1 h; inhibition, % at 8.33 µM; hit rate 0.51% among 340,000; AID 504462, 2011; in the data active means inhibition above about 40%
Target sequence (Q9Y4P1 whole entry, looked up): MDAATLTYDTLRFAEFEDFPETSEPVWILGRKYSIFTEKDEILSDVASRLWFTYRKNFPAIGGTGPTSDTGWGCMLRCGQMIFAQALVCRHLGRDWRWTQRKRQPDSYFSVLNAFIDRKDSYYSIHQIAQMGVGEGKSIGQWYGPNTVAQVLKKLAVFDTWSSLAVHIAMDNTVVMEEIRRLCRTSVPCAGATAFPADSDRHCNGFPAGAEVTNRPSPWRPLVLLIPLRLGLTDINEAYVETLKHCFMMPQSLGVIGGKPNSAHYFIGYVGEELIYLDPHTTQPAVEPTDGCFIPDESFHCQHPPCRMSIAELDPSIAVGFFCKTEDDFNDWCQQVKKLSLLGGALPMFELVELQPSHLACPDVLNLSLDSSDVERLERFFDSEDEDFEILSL
mIAP act = activators of mouse IAP, primary screen, biochemical, luminescence, uHTS; muIAP, CDP-Star luminescence, 30 min; hits give high values; 1 = vehicle-only enzyme signal, 0 = enzyme-free wells; activation factor at 10 µM; hit rate 0.24% among 330,000; AID 2805, 2010;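 active means activation factor of at least 2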; further: the source names both 10 and 20 µM as test concentration; values of inactives mirror those of a sister screen read the other way
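Assay system: mouse IAP enzyme / Compound: DMSO-dissolved test compounds / Timing: 30 min, room temperature / Measured by: luminescence from enzymatic CDP-Star hydrolysis / Control set: DMSO-only wells, enzyme-free buffer wells as negative control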
MIN6 prolif = inducers of MIN6 beta-cell proliferation, primary screen, ATP luminescence, uHTS | MIN6 cells proliferation, ATPlite luminescence, 48 h; cells starved in 0.2% serum; 100% = growth in 10% serum | hit rate 0.29% among 330,000 | proliferation, % at 10 µM | AID 2380, 2010;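 active means compounds whose signal lies at least 3.5 SD above the mean of all wells on their plate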;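 further: 0% = DMSO-treated cells in low-serum medium and 100% = 10% serum control; some compounds called inactive have numbers as strong as hits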
MPTP inh = mitochondrial permeability transition pore inhibitors, primary screen, biochemical, isolated mouse mitochondria, absorbance; Ca2+ swelling absorbance, 30 min; inhibition, % at 10 µM; hit rate 1.4% among 360,000;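 active means inhibition of 50% or more, scaled per plate between neutral and stimulator controls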;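 further: 0% = DMSO wells given calcium and 100% = 1 mM EGTA wells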
hIAP block = human IAP inhibitors, primary screen, biochemical, luminescence, uHTS; Intestinal-type alkaline phosphatase (Homo sapiens), P09923; purified IAP, CDP-Star luminescence, 30 min; inhibition, % at 10 µM; hit rate 0.12% among 330,000; AID 2544, 2010;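 active means inhibition reaching a set limit with compound at 10 µM in the primary screen, cut at about 35% in these data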;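 further: plate controls were DMSO wells with enzyme for no effect and no-enzyme buffer wells for full effect; values of inactives mirror those of a sister screen read the other way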
A3A deaminase = APOBEC3A ssDNA deaminase inhibitors, primary screen, selectivity assay for APOBEC3G inhibitor project, biochemical, FAM/TAMRA oligo cleavage fluorescence. DNA dC->dU-editing enzyme APOBEC-3A (Homo sapiens), P31941. recombinant A3A, FAM/TAMRA ssDNA deamination fluorescence. inhibition, % at 20 µM. hit rate 0.41% among 330,000. AID 493011, 2011;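 active means at least 40% inhibition at 20 µM here, with at most 30% in a related deaminase screen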;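 further: plate controls were A3A with DMSO for no effect and wells lacking A3A enzyme for full effect; some results filed as inactive read as strong as hits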
Target sequence (P31941 whole entry, looked up): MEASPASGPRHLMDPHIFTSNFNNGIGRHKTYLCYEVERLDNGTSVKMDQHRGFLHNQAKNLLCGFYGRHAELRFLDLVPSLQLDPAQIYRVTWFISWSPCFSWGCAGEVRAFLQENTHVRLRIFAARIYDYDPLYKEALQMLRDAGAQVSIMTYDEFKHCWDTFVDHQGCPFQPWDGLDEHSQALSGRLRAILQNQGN
hIAP activ = human IAP activators, primary screen, biochemical, luminescence, uHTS. purified human IAP, CDP-Star luminescence, 30 min; hits give high values; 1 = vehicle-only enzyme, 0 = enzyme-free background. Intestinal-type alkaline phosphatase (Homo sapiens), P09923. hit rate 0.16% among 330,000. activation factor at 10 µM;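 active means activation factor of the enzyme at least 2-fold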; further: the source names both 10 and 20 µM as test concentration; values of inactives mirror those of a sister screen read the other way
mIAP inh = inhibitors of mouse IAP, primary screen, biochemical, luminescence, uHTS. purified mouse IAP, CDP-Star luminescence, 30 min. intestinal alkaline phosphatase [Mus musculus]. hit rate 0.2% among 330,000. inhibition, % at 10 µM;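 active means inhibition of at least 40% at 10 µM in the primary screen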;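 further: plate controls were DMSO with enzyme for no effect and no enzyme wells for full effect; values of inactives mirror those of a sister screen read the other way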
A3G deaminase = APOBEC3G DNA deaminase inhibitors, primary screen, biochemical, fluorescence, single-stranded DNA substrate, uHTS; recombinant A3G, ssDNA deamination FAM/TAMRA fluorescence; inhibition, % at 20 µM; hit rate 0.28% among 330,000; AID 493012, 2011;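 active means inhibition of at least 40% at 20 µM, with no more than 30% in the related APOBEC3A deaminase screen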;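 further: plate controls were DMSO wells with A3G for no effect and wells lacking A3G enzyme for full effect; some compounds called inactive have numbers as strong as hits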
Target sequence (Q9HC16 whole entry, looked up): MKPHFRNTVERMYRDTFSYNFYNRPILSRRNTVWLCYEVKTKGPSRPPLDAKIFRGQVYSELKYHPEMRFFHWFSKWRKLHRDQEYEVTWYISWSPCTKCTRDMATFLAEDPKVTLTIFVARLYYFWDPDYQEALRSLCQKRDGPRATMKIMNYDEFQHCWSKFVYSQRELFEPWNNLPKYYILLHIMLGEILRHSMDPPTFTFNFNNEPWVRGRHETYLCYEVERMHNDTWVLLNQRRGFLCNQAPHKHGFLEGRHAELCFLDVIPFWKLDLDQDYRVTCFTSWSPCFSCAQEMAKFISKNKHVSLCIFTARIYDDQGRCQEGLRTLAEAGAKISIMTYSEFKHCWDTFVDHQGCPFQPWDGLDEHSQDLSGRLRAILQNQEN
* marks the source's active call; other numbers are inactive results; nt = no result given; & = joins results of further samples.

[1] O=C(O)C1C2C=CC3(CN(C/C=C/c4ccccc4)C(=O)C13)O2 (stereo not drawn)
[2] COc1ccccc1OCCNC(=O)C1CC(=O)N(c2cccc(SC)c2)C1 (stereo not drawn)
[3] O=C1CN(C(=O)CNCc2ccccc2)c2ccccc2N1
[4] CCOc1ccc(NC(=O)C2CCN(S(=O)(=O)c3ccc4c(c3)N(C(C)=O)CCO4)CC2)cc1
[5] COC(=O)c1cc(C(=O)c2cccc(Cl)c2Cl)cn1C
[6] COC(=O)CN(c1cc(Cl)ccc1OC)S(=O)(=O)c1ccc(OC)c(OC)c1
[7] O=C(CC(Nc1ccc(Cl)cc1Cl)C(=O)O)c1ccccc1 (stereo not drawn)
[8] CCn1nc(C)c(/C=N\NC(=O)c2cccc(OC)c2)c1C

Screen / compound no. | 1 | 2 | 3 | 4 | 5 | 6 | 7 | 8
ATG4B inhibitor | -6 | -3 | 31 | -5 | 13 | -6 | 3 | -1
mIAP act | 1 | 1 | 1.2 | 0.97 | 0.98 | 0.95 | 1 | 1
MIN6 prolif | -1 | -3 | 0 | 2 | -1 | 0 | 3 | 3
MPTP inh | 0.1 | -1.2 | 1.7 | -0.5 | 2.2 | 1.2 | 2.1 | 1.8
hIAP block | 3 | -2 | -27 | -57 | -8 | 8 | -5 | -15
A3A deaminase | 5 | 2 | -5 | -1 | 0 | -2 | -1 | 2
hIAP activ | 0.97 | 1 | 1.3 | 1.6 | 1.1 | 0.92 | 1.1 | 1.1
mIAP inh | 0 | -5 | -16 | 2 | 2 | 5 | 0 | 0
A3G deaminase | -6 | 0 | -4 | 0 | 2 | -8 | -2 | -2

Brought forward from above: 4 compounds; new compounds follow.
[5] COC(=O)c1cc(C(=O)c2cccc(Cl)c2Cl)cn1C
[6] COC(=O)CN(c1cc(Cl)ccc1OC)S(=O)(=O)c1ccc(OC)c(OC)c1
[7] O=C(CC(Nc1ccc(Cl)cc1Cl)C(=O)O)c1ccccc1 (stereo not drawn)
[8] CCn1nc(C)c(/C=N\NC(=O)c2cccc(OC)c2)c1C
[9] Cc1sc(NC(=O)Cc2ccc3c(c2)OCO3)nc1-c1ccc2c(c1)CCN2C(=O)c1cccc(F)c1
[10] Cc1nc2sc(-c3ccccc3)cc2c(=O)n1-n1cccc1
[11] CCOC(=O)c1ccccc1NC(=O)CN(c1ccccc1)S(=O)(=O)N(C)C
[12] C=CCn1c(=O)c2ccccc2n2c(SCc3c(C(=O)OCC)oc4ccccc34)nnc12
[13] CC(C)(C)c1ccc(NC(=O)CC2(C(F)(F)F)OCCO2)cc1
[14] CCc1ccc(S(=O)(=O)NCCc2cn3ccc(C)cc3n2)s1
[15] Cc1c(NC(=O)COc2ncnc3c(Cl)cc(Cl)cc23)c(=O)n(-c2ccccc2)n1C
[16] COc1cc2c(cc1OC)CN(C1CC(=O)N(c3c(C)cccc3C)C1=O)CC2 (stereo not drawn)

Screen / compound no. | 5 | 6 | 7 | 8 | 9 | 10 | 11 | 12 | 13 | 14 | 15 | 16
ATG4B inhibitor | 13 | -6 | 3 | -1 | 13 | 6 | -8 | -4 | 0 | -7 | 3 | -15
mIAP act | 0.98 | 0.95 | 1 | 1 | 1 | 0.97 | 1 | 1 | 1.1 | 0.9 | 1 | 0.95
MIN6 prolif | -1 | 0 | 3 | 3 | 0 | 0 | 0 | 0 | 1 | -3 | -4 | 2
MPTP inh | 2.2 | 1.2 | 2.1 | 1.8 | 0.3 | 26 | -0.1 | 2.0 | -0.6 | 0.4 | -0.1 | 1.8
hIAP block | -8 | 8 | -5 | -15 | 13 | -3 | 9 | -6 | -4 | 17 | -7 | -18
A3A deaminase | 0 | -2 | -1 | 2 | 7 | 0 | 1 | 0 | -2 | -1 | -4 | -1
hIAP activ | 1.1 | 0.92 | 1.1 | 1.1 | 0.87 | 1 | 0.91 | 1.1 | 1 | 0.83 | 1.1 | 1.2
mIAP inh | 2 | 5 | 0 | 0 | -4 | 3 | 0 | -4 | -6 | 10 | -4 | 4
A3G deaminase | 2 | -8 | -2 | -2 | -3 | -2 | 0 | -7 | -5 | -5 | -6 | -3

[17] O=C(NNC(=S)Nc1ccc(Br)cc1)c1ccccc1
[18] Cc1c(C)n(CC(O)CN2CCN(C)CC2)c2ccccc12 (stereo not drawn)
[19] CC1=C(C(=O)OCc2ccccc2)C(c2ccccn2)c2c(n(C)c(=O)n(C)c2=O)N1 (stereo not drawn)
[20] CCOC(=O)/C(C#N)=C/Nc1ccccc1OC(F)(F)F
[21] Cn1cnnc1SCC(=O)Nc1sccc1C#N
[22] COc1ccc(CSc2nc3ccccc3c(=O)n2CCCN2CCOCC2)cc1F
[23] CC(=O)c1ccc(N2CCC(c3cc(-c4ccc(Cl)cc4Cl)n[nH]3)CC2)c([N+](=O)[O-])c1
[24] CCc1nnc(NC(=O)CCC(=O)N2CCN(CCOc3ccc(C)cc3)CC2)s1

Screen / compound no. | 17 | 18 | 19 | 20 | 21 | 22 | 23 | 24
ATG4B inhibitor | -1 | -7 | -9&0 | 6 | 0 | 0 | -13 | -11
mIAP act | 0.97 | 1 | 0.93 | 1 | 0.94 | 1.1 | 0.94 | 1
MIN6 prolif | -1 | -1 | -3 | -1 | -4 | 0 | -7 | 0
MPTP inh | 2.8 | -0.7 | -1.3&-4.8 | 1.0 | -0.1 | 13 | 74* | 0.0
hIAP block | -94 | -36 | 17 | -2 | 8 | -13 | 4 | 2
A3A deaminase | -4 | -6 | 0 | -5 | -1 | -5 | -4 | 2
hIAP activ | 1.9 | 1.4 | 0.83 | 1 | 0.92 | 1.1 | 0.96 | 0.98
mIAP inh | 3 | -5 | 7 | -3 | 6 | -8 | 6 | 0
A3G deaminase | -2 | -2 | -2 | 0 | 7 | -5 | -13 | 5

Next part, starting with the last 2 of the part before.
[23] CC(=O)c1ccc(N2CCC(c3cc(-c4ccc(Cl)cc4Cl)n[nH]3)CC2)c([N+](=O)[O-])c1
[24] CCc1nnc(NC(=O)CCC(=O)N2CCN(CCOc3ccc(C)cc3)CC2)s1
[25] CCOP(=O)(OCC)/C(C#N)=C/c1ccc([N+](=O)[O-])cc1
[26] COC(=O)C1=C2SCC(=O)N2C(N)=C(C#N)C1
[27] CC(=O)c1c(C)[nH]c(C(=O)Nc2nc(-c3ccc(-c4ccccc4)cc3)cs2)c1C
[28] O=C(CCCCn1c(=O)[nH]c2ccccc2c1=O)N1CCN(c2ncccn2)CC1
[29] COc1ccccc1CNC(=O)c1ccc(OCc2c(C)noc2C)c(OC)c1
[30] O=C(NCc1cccc(Cl)c1)c1ccc2c(c1)OCO2
[31] Cc1cccc(NC(=S)NCCN2CCOCC2)c1C
[32] Cc1ccc(Nc2nc(OC(C(F)(F)F)C(F)(F)F)nc(N3CCOCC3)n2)cc1

Screen / compound no. | 23 | 24 | 25 | 26 | 27 | 28 | 29 | 30 | 31 | 32
ATG4B inhibitor | -13 | -11 | -5 | -3 | -18 | -11 | 5 | 7 | -4 | 0
mIAP act | 0.94 | 1 | 1.1 | 0.97 | 0.91 | 1.1 | 0.98 | 0.94 | 1 | 1.2
MIN6 prolif | -7 | 0 | -4 | 3 | -3 | 0 | -3 | -2 | 2 | -2
MPTP inh | 74* | 0.0 | 0.5 | 1.9 | 94* | -0.3 | -3.6 | 0.5 | -0.3 | 72*
hIAP block | 4 | 2 | -9 | 2 | -27 | 2 | -13 | 2 | 7 | -20
A3A deaminase | -4 | 2 | -1 | -17 | -4 | 2 | -2 | -4 | -1 | 4
hIAP activ | 0.96 | 0.98 | 1.1 | 0.97 | 1.3 | 0.98 | 1.1 | 0.98 | 0.93 | 1.2
mIAP inh | 6 | 0 | -8 | 3 | 9 | -9 | 2 | 6 | -1 | -18
A3G deaminase | -13 | 5 | -7 | -64 | 7 | -1 | -5 | -7 | 3 | -3

[33] N#CCC(=O)Nc1sc2c(c1C(N)=O)CCCC2
[34] Nn1c(SCC(=O)Nc2ccc(F)cc2)nnc1C1CCCCC1
[35] O=C(NCc1ccco1)c1ccc(Br)s1
[36] Cc1ccccc1NS(=O)(=O)c1cc(C(=O)Nc2cccc([N+](=O)[O-])c2)ccc1C
[37] O=C(COC(=O)c1ccc(O)cc1)Nc1ccc2[nH]c(=O)[nH]c2c1
[38] CC(=O)NS(=O)(=O)c1ccc(NC(=O)c2ccccc2F)cc1
[39] COc1cccc(CNC(=O)C2CCC(CNc3c(N4CCC(C)CC4)c(=O)c3=O)CC2)c1 (stereo not drawn)
[40] O=C(N/N=C(\Cc1ncc[nH]1)c1ccccc1)c1ccccc1

Screen / compound no. | 33 | 34 | 35 | 36 | 37 | 38 | 39 | 40
ATG4B inhibitor | -7 | -6 | 10 | -17 | 0 | 5 | -7 | nt
mIAP act | 0.97 | 0.94 | 1.1 | 0.97 | 1 | 0.98 | 0.93 | 0.98
MIN6 prolif | 2 | 0 | 1 | -6 | 1 | 3 | 1 | -4
MPTP inh | -2.4 | 1.2 | -0.4 | 98* | 4.7 | -1.2 | -0.6 | nt
hIAP block | 3 | 16 | 1 | 17 | 6 | 18 | -10 | -43
A3A deaminase | 0 | -1 | 5 | -2 | -4 | -2 | 1 | -2
hIAP activ | 0.97 | 0.84 | 0.99 | 0.83 | 0.94 | 0.82 | 1.1 | 1.4
mIAP inh | 3 | 6 | -6 | 3 | -1 | 2 | 7 | 2
A3G deaminase | -3 | -6 | 1 | -8 | -8 | -5 | -1 | -10

[41] Cc1[nH]n(-c2ccc(Cl)cc2)c(=O)c1/C=N/n1c(C)nc2ccccc2c1=O
[42] Cc1cccc(C)c1NC(=O)c1c(O)c2ccccc2[nH]c1=O
[43] N#Cc1nnn(-c2cc(Cl)cc(Cl)c2)c1N
[44] O=C(N1CCCC1)n1c(Cc2ccccc2)nc2ccccc21
[45] CC(=O)c1c(C)[nH]c(C(=O)COC(=O)c2c(C)noc2C)c1C
[46] COc1cccc(Oc2nc3ncn(Cc4ccccc4)c3c(=O)n2C)c1

Screen / compound no. | 41 | 42 | 43 | 44 | 45 | 46
ATG4B inhibitor | 12 | 2 | -2 | -3 | -4 | -6
mIAP act | 1 | 1 | 1 | 1 | 1.1 | 1
MIN6 prolif | -2 | -3 | -1 | -1 | 0 | -2
MPTP inh | 1.2 | -4.5 | 1.5 | 0.2 | 1.0 | 0.4
hIAP block | 6 | -19 | -29 | -2 | -17 | 10
A3A deaminase | -4 | -4 | -3 | -3 | 1 | -1
hIAP activ | 0.94 | 1.2 | 1.3 | 1 | 1.2 | 0.9
mIAP inh | -1 | -2 | 0 | 0 | -8 | -4
A3G deaminase | -5 | -6 | -1 | -2 | -5 | -4
